Glyco luc inh: blocks N-linked glycosylation in D54 reporter cells; D54 ERlucT glycosylation luciferase reporter, 24 h; percent of 100 nM tunicamycin response; reporter increase, % at 12.5 µM; 360,000 tested, 0.23% active;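 active = mean luciferase reporter signal, scaled so untreated is 0 and the glycosylation-blocking control 100, at or above a set limit in every replicate; inconclusive = mean reaches the limit but not every replicate does; inactive = mean below the limit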;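 note: luciferase carries N-glycosylation sites so blocking glycosylation raises the light; 0% = median of neutral control wells and 100% = median of 100 nM tunicamycin wells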
aDG glyco act: alpha-DG glycosylation activation; Pro5-aDG cells, alpha-DG glycosylation AlphaScreen (IIH6); 0% Pro5, 100% B10-LARGE cell signal; 360,000 tested, 0.22% active; activation, % at 10 µM; AID 624168;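 active = activation of at least 8% versus controls, or a plate z-score of at least 8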;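 note: Pro5 are CHO cells carrying HIG-tagged alpha-DG that lacks glycosylation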
Cardio protect: protects H9c2 cardiomyocytes from peroxide injury; H2O2 injury protection, ATPLite, 2 h; protection from H2O2 cell death, % at 20 µM; 360,000 tested, 0.63% active;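 active = compounds giving at least 50% protection of heart cells from peroxide-induced death in the single-dose screen, raw or plate-pattern-corrected value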;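 note: 0% = DMSO wells with peroxide and 100% = DMSO wells without peroxide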
Vif inh: HIV Vif inhibition; 340,000 tested, 0.35% active; AID 602346; HEK293T cells, Vif self-association by quenched fluorescence, imaging, 24 h; inhibition, % at 7.49 µM; in the data active = inhibition above about 50%, passing the limit was not always enough; inconclusive = no clear call, values can overlap the other calls; inactive = below about 31%; note: some results filed as inactive read as strong as hits
CaV13 FRET inh: Disruptors of the CACNA1D IQ motif to Ca2+-dependent inactivation inhibitor domain association, primary screening, Förster resonance energy transfer in intact living …; 340,000 tested, 0.098% active; HEK cells, CFP/YFP FRET ICDI-IQ, plate reader, 10 min; percent FRET-ratio fall versus neutral wells; inhibition, % at 12.3 µM; AID 743397;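 active = mean replicate inhibition of at least 30% and at least 1% of replicates passing that level; inconclusive = only one of the two criteria is met; inactive = neither criterion is met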;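 note: 0% = median of the neutral control wells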
iPSC survival up: enhancers of human iPSC single-cell survival; hiPSC single-cell survival, ATPlite luminescence; 100% = ROCK inhibitor wells, 0% = DMSO; survival enhancement, % at 20 µM; 360,000 tested, 0.044% active; AID 602274; in the data active = survival enhancement above about 18%;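 note: cells exposed to compounds for 16 hours before the ATP read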
ABCB6 inh MLPCN: inhibitors of human ABC transporter ABCB6; K562-ABCB6 porphyrin accumulation, flow cytometry, 1 h; stronger effect = lower value; 360,000 tested, 0.19% active; fluorescence ratio to DMSO, % at 10 µM;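 active = fluorescence ratio to DMSO below 75%, the collection mean minus 3 SD; inconclusive = too few cells collected in the well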;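 note: signal is porphyrin accumulated inside mitochondria; 100% equals median channel fluorescence of DMSO control wells; lower ratio means ABCB6 inhibition with less porphyrin fluorescence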
Target sequence (Q9NP58 whole entry, looked up): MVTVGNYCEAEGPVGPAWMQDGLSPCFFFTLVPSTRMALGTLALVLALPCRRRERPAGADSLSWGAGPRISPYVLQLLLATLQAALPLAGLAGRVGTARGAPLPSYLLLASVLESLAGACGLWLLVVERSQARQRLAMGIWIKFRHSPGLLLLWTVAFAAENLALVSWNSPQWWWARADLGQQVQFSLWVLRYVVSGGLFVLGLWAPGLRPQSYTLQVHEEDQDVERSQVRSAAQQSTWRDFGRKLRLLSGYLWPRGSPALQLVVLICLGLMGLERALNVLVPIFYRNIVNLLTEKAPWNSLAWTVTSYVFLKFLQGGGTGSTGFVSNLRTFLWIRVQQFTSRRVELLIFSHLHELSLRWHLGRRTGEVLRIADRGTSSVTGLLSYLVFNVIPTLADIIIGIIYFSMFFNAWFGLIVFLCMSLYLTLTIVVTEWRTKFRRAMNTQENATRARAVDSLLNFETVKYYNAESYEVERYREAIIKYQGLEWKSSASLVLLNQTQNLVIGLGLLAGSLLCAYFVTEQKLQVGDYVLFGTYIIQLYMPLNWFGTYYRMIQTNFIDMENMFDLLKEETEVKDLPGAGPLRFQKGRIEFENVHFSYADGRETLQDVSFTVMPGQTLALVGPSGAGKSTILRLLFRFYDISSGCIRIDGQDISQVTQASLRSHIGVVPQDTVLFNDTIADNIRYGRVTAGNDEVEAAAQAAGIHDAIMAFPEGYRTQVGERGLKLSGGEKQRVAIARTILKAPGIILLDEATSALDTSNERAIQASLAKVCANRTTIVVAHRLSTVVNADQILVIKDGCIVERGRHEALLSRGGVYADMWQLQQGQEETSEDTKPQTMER
Granule exo inh: blocks lytic granule exocytosis. inhibition, % at 10 µM. 360,000 tested, 0.66% active. AID 651702. TALL-104 LAMP-1 surface exposure, flow cytometry; cells stimulated with thapsigargin and PMA;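 active = inhibition above about 55%, limit read from the data; inconclusive = no clear call, values can overlap the other calls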
m5-HT2A agonist: activates the mouse 5-HT2A serotonin receptor | CHO-K1 mHTR2A beta-arrestin complementation, luminescence; percent of 30 µM serotonin response | activation, % at 7.6 µM | 360,000 tested, 0.66% active | P35363;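 active = activation above a run cutoff, the mean activation of all tested compounds plus 3 SD, cut at about 14% in these data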;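 note: 0% = plate median of compound wells and 100% = 30 µM serotonin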
PDI inh: inhibitors of human protein disulfide isomerase; P07237; PDI insulin aggregation turbidity, A650, 90 min; inhibition, % at 10 µM; 350,000 tested, 0.052% active; AID 588391;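 active = mean inhibition across replicates of 30% or more, whatever share of single replicates reach that level; inconclusive = mean inhibition below 30% while every single replicate reaches 30%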;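 note: absorbance from insulin aggregation driven by PDI reduction with DTT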
* hit, by the source's call; ? = inconclusive; nt = not tested or not shown. Outcome played no part in choosing rows. About 3.1% of those tested had a hit in this group.

SMILES	Glyco luc inh	aDG glyco act	Cardio protect	Vif inh	CaV13 FRET inh	iPSC survival up	ABCB6 inh MLPCN	Granule exo inh	m5-HT2A agonist	PDI inh
NC(=O)Nc1ccccc1C(=O)N1CCC(O)(c2ccc(Cl)cc2)CC1	1	-0.3	9	1	-4	2.2	86	0	0	5
c1ccc([C@H]2CN3C(=N2)Sc2ccccc23)cc1	-10	0.9	-7	0	-5	-0.4	96	9	3	0
Cc1c(C(=O)C(=O)N2c3ccc(F)cc3CCC2C)c2ccccc2n1C (centres undefined)	16	-0.1	2	-7	-1	-0.8	99	0	-5	4
C/C(N)=C(/C#N)C(=O)COC(=O)Cc1coc2cc(C)ccc12	3	0.3	-10	19	nt	-0.6	95	-3	2	-4
COCn1cnc(-c2ccccc2)c1-c1ccccc1	1	0.3	2	3	-5	0.7	98	2	-3	5
Nc1nnc2cc(F)ccc2n1	7	-0.2	8	2	-6	1.9	99	-4	4	2
CCOCc1c(C(=O)Nc2cc(OCC)c(N3CCOCC3)cc2OCC)oc2ccccc12	-2	-0.8	3	12	-2	2.3	96	-5	1	-1
O=C(NCCN1CCOCC1)c1ccc2c(c1)N(Cc1ccc(Cl)cc1)C(=O)CS2	-2	0.0	5	3	-4	0.5	97	8	-1	5
CC(=O)c1sc(N/N=C\c2ccccc2O)nc1C	2	0.1	-4	-3	-4	-2.4	98	-1	3	-2
S=c1[nH]ncn1/N=C/c1ccco1	1	0.0	7	10	-12	-1.4	97	5	12	10
COCCn1c(=NC(=O)CSC(C)=O)sc2cc(OC)ccc21	2	0.2	-13	23	-3	-2.2	97	-4	-3	nt
COC(=O)c1c(C)oc(C)c1S(=O)(=O)N(Cc1ccccc1)C(C)C	-1	0.1	-3	-7	-2	-0.8	93	-7	1	-7
NC(=NC(=O)c1ccccc1)N1CCOCC1	0	-0.1	4	2	-9	3.9	101	-4	-3	-5
CCOCc1c(C(=O)Nc2ccc3nc(N4CCOCC4)sc3c2)oc2ccccc12	1	-0.1	19	4	-5	-0.4	95	0	7	-2
CC(C)c1ccc(N(C(=O)CNC(=O)c2ccco2)C(C(=O)NC2CCCC2)c2cccnc2)cc1 (centres undefined)	0	0.1	0	6	-4	0.0	100	14	0	6
Nc1nnc(CSCc2ccc(F)cc2)s1	1	-0.1	-1	-2	-7	1.3	97	-3	1	-7
O=C(Nc1ccncc1)c1sc2ccccc2c1Cl	1	0.3	-13	-16	-3	-0.6	91	-4	-1	-2
Cc1[nH]c(C)c(S(=O)(=O)Nc2ccccc2)c1C(=O)N1CCCC1	-1	-0.1	-4	-4	-7	0.4	93	-1	1	12
COc1cc(C(CCN2CCN(c3ccccc3)CC2)c2c(OC)cc(OC)c3ccc(=O)oc23)cc(OC)c1OC (centres undefined)	-3	-0.3	2	-4	-10	-2.8	97	-2	-17	4
O=C(CN1C(=O)CSc2ncccc21)Nc1ccccc1F	0	-0.3	4	8	-2	-0.5	95	-2	0	9
COC(=O)C1=C(CSCc2ccccc2)NC(=O)NC1c1cc(C)ccc1C (centres undefined)	-4	0.2	2	nt	-7	-0.9	96	2	3	-6
CCCCN1CNC(=S)N(c2cc(C)ccc2C)C1	-2	0.1	1	5	-4	-1.7	93	1	1	8
CCOc1ccc2nc(N(CCN(C)C)C(=O)/C=C/c3cccs3)sc2c1	-2	0.4	10	-8	nt	-0.2	96	2	-8	-1
NS(=O)(=O)c1ccc2nc(NC(=O)CS(=O)(=O)c3ccccc3)sc2c1	-1	-0.1	6	-1	-5	0.7	103	-1	7	10
O=C(NCC1CCCO1)c1cccc(Oc2c(Cl)cccc2[N+](=O)[O-])c1 (centres undefined)	-4	4.1	-11	-8	-6	0.5	94	-9	4	-4
CCCCc1nc(SCc2ccc([N+](=O)[O-])cc2)n[nH]1	-2	-0.1	-6	-12	-4	0.4	87	-10	0	-4
CCOc1cc(/C=N/NC(=O)c2ccc(=O)n(C)c2)ccc1O	0	0.4	2	-5	0	3.2	93	6	-1	-2
Cc1ccc(S(=O)(=O)NCCN=Cc2ccc(N(C)C)cc2)cc1	nt	0.2	3	nt	-2	-0.2	106	0	-6	-5
CC1(C)C2CCC1(CS(=O)(=O)NCCc1c[nH]c3ccccc13)C(=O)C2 (centres undefined)	-2	0.0	-2	-8	-4	2.4	95	1	7	6
Cc1cc(Br)ccc1OCC(=O)NC1CCCC1	-3	0.8	-4	-5	-2	0.3	89	-10	-5	5
COc1ccc(C(=O)CN(CCC(=O)O)S(=O)(=O)c2ccc([N+](=O)[O-])cc2)cc1	3	0.1	-8	-3	-4	0.7	94	-3	3	-5
CC(C)=CCC[C@H](C)CC1Cc2[nH]c(=S)[nH]c(=O)c2C(c2ccc(F)cc2)O1 (some centres undefined)	0	0.1	6	nt	-5	-0.4	102	-1	-1	nt
Cn1ncc(Br)c1C(=O)Nc1ccc(Cl)cn1	0	-0.2	15	4	nt	-0.4	97	-4	4	5
C=CCN(C(=O)c1cc(C)cc(C)c1)C1(C(=O)Nc2ccccc2)CCN(C(C)C)CC1	-2	-0.3	-2	11	-1	-0.1	104	0	3	-4
CNC(=S)/N=C/NOCc1c(Cl)cccc1Cl	2	-0.3	12	-4	-4	-0.2	99	0	6	9
Cc1cc(NC(c2ccc(Cl)cc2)c2ccc3cccnc3c2O)no1 (centres undefined)	-10	1.6	58*	17	nt	-2.4	97	2	-6	0
COc1ccc(C(=O)Nc2ccc(OC)c(OC)c2)cc1	2	-0.2	-10	-8	-5	-2.6	100	0	-3	-8
FC(F)(F)c1cc(-c2ccco2)nc(N2CCN(Cc3ccccc3)CC2)n1	-3	0.0	-16	-1	nt	-2.1	100	0	-5	3
CCOc1ccc(CCNC(=O)COC(=O)CNS(=O)(=O)c2ccc(NC(C)=O)cc2)cc1OCC	-2	0.0	-1	28	-2	-0.5	100	16	8	-2
O=C(Nc1ccc(C(=O)O)cc1)/C(=C\c1ccc([N+](=O)[O-])cc1)NC(=O)c1ccco1	2	-0.3	-1	nt	-5	-1.6	96	12	0	-1
C=CCNC(=O)COC(=O)c1ccc(Cl)c(S(=O)(=O)N(Cc2ccccc2)c2ccccc2)c1	0	-0.4	1	-15	-2	0.9	103	48	-3	11
O=C(NCCC1=CCCCC1)C1CCCN(c2nc3ccccc3o2)C1 (centres undefined)	-2	0.1	1	-11	-4	-2.9	99	2	-4	1
O=C(OCCc1cc2ccccc2c(=O)o1)N1CCOCC1	1	-0.1	8	-8	-4	0.7	100	-6	-4	5
COc1ccc(C(=O)NC2=Nc3ccccc3N=C(C)C2c2ccccc2)cc1 (centres undefined)	9	-0.1	16	1	-5	0.3	93	47	-2	0
CC(=O)Nc1cccc(OCCCNC(=O)C2CCC2)c1	0	-0.2	-3	-5	-5	1.0	103	3	2	-2
CCN1C(=O)N(c2ccc(Cl)cc2)C(C)=CC1(C)C	0	-0.1	-10	-4	nt	0.4	95	2	4	-2
NC(=O)c1ccc(NC(=O)COc2cccc3ccccc23)cc1	-1	-0.2	-3	4	-6	0.0	103	4	1	-7
CC(C)c1nnc(NC(=O)CC(=O)Nc2ccccc2C(=O)O)s1	-13	-0.2	9	-5	-1	-0.5	95	-1	-1	14
O=C(NC1CS(=O)(=O)CC1NCc1ccccc1)c1ccccc1 (centres undefined)	0	-0.1	-1	11	-4	-0.7	113	-1	-1	-1
Cc1nc(Nc2ccc(S(N)(=O)=O)cc2)sc1-c1ccccc1	-2	2.4	-15	-4	-2	1.6	95	43	0	1
C[C@@H]1CCCCO[C@H](CN(C)S(=O)(=O)c2ccc(F)cc2)[C@@H](C)CN([C@H](C)CO)C(=O)c2cc(NC(=O)Nc3ccc(C(F)(F)F)cc3)ccc2O1	-7	-0.5	-30	-2	-9	0.1	90	2	-2	-1
CCCc1cc(=O)n2[nH]c(SCc3ccccc3)nc2n1	2	-0.1	-1	0	-3	1.4	99	0	0	5
CCCCC(=O)Nc1nc(C)c(-c2csc(Nc3ccccc3OC)n2)s1	-4	0.2	-8	14	-6	0.6	104	57*	0	4
COc1ccc(NC(=O)CN(C)C(=O)c2ccc(S(=O)(=O)Nc3ccccc3F)cc2)cc1	0	0.0	4	-3	-4	0.9	96	-5	3	1
Cc1cc(C)n2c(SCc3cccs3)nnc2n1	3	-0.3	-3	12	-4	0.1	92	-2	-3	-3
CCCNC(=O)c1c(CSc2ccccc2)noc1C(=O)NCc1ccccc1	-4	-0.1	-17	3	-11	-2.9	97	14	-3	0
CC(=O)c1ccc(OCCCC(=O)N2CCN(S(=O)(=O)c3ccc(C)cc3C)CC2)cc1	-2	0.4	-4	15	-3	-0.5	91	1	9	1
COc1cc(/C=N/NC(=O)c2cccc(S(=O)(=O)N3CCCC3)c2)ccc1O	-2	-0.1	2	0	-6	0.0	96	-1	-6	3
CN(CC(=O)Nc1cccc(F)c1)C(=O)C1CCC(C(=O)N(C)CC(=O)Nc2cccc(F)c2)CC1 (centres undefined)	-5	0.2	-6	?	-6	-1.9	96	-1	-2	8
CSc1nc(C)cc(SCC(=O)Nc2ccccc2)n1	-2	0.0	6	-5	-5	-0.1	98	-2	8	-3

Further structures:
SMILES	Glyco luc inh	aDG glyco act	Cardio protect	Vif inh	CaV13 FRET inh	iPSC survival up	ABCB6 inh MLPCN	Granule exo inh	m5-HT2A agonist	PDI inh
CCOC(=O)N1CCC(N(C(=O)Nc2ccccc2)C(C)CC)CC1 (centres undefined)	-1	0.0	8	5	-4	-1.3	102	-1	-1	0
CC1(C(=O)NCC2CC2)Cc2c(-c3cccc(C(N)=O)c3)ccnc2O1 (centres undefined)	7	0.2	12	5	-7	-1.2	102	11	14*	5
Cc1ccc(S(=O)(=O)Cn2nnnc2C(CC(C)C)N2CCN(C3CCCC3)CC2)cc1 (centres undefined)	-2	0.1	1	-1	-2	-0.4	99	29	-8	3
COC(=O)C1=C(C)NC(=O)C1(NS(=O)(=O)c1ccc(C)cc1)C(F)(F)F (centres undefined)	0	-0.1	1	nt	-7	0.4	100	1	0	6
C/C(CC(=O)Nc1ccccn1)=N\NC(=O)c1cccc(C)c1	1	-0.2	4	2	-18	0.3	88	0	0	-5
COCCCNC(=O)c1c[nH]c2ccc(S(=O)(=O)N3CCC(C)CC3)cc2c1=O	1	-0.1	3	-4	-3	0.0	100	-1	0	6
COc1ccccc1Nc1nn2c(=O)c3ccc(C(=O)NCc4cccnc4)cc3nc2s1	0	0.3	3	1	nt	-0.1	92	-2	-6	-4
Cc1cc(C(=O)OCC(=O)Nc2cc(C(F)(F)F)ccc2N2CCOCC2)c(C)o1	-4	0.1	-4	-4	-4	-3.0	96	0	-3	3
COc1ccccc1OCC(O)CN1CCN(C(=O)c2ccccc2)CC1 (centres undefined)	1	-0.1	0	-4	-11	0.3	105	1	-8	7
c1ccc2oc(-c3ccc(Nc4nc(N5CCOCC5)nc(N5CCOCC5)n4)cc3)nc2c1	-1	0.1	14	-5	-19	-0.4	100	0	3	2
Cc1cccc(C(=O)N/N=C/c2ccc(OCC(=O)N3CCCCC3)cc2)c1	-2	-0.1	9	1	-5	0.0	96	-3	-7	-2
